High-throughput results deposited in PubChem by National Center for Advancing Translational Sciences (NCATS).
ALOX15 inhib: blocks human 15-lipoxygenase activity; hit rate 1.4% among 74,000; purified 15hLO-1, xylenol orange hydroperoxide absorbance; P16050; AID 887; Potency, µM (highest dose often 57.1 µM), inactives show top-dose activity change, negative = inhibition, hits mostly inhibitors; further: potency means the concentration at half of the fitted maximal effect; on the % scale 0 is the no-effect control and ±100 the full control effect; nearly all actives have a fitted effect of over 55% in size
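Compounds were preincubated 15 min at room temperature with 40 nM purified human enzyme (25 mM Hepes pH 7.5, 0.01% Triton X-100); 50 uM arachidonic acid reacted 6 min. Fe-xylenol orange detection, 30 min, absorbance ratio 573/405 nm.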
HBB splicing: modulators of hemoglobin beta chain splicing; HBB splicing reporter cell assay, activation; EGFP reporter with mutant IVS2-654 intron; response scale: normalised to 500 nM splice-correcting PNA; Potency, µM (titrated, usually from 46.1 µM), for inactives: at the top dose activation, most hits filed as activators; hit rate 0.06% among 65,000; AID 925; further: potency means the concentration at half of the fitted maximal effect; 0% is about no effect
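HeLa cells stably expressing EGFP interrupted by mutant beta-globin intron 2 (IVS2-654), 500/well in 2% FCS. Treated with compound for 2 days at 37C. Splicing correction scored as total well GFP intensity (488 nm excitation, 500-520 nm emission); 500 nM antisense PNA served as control.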
CRE-bla Fsk: CRE-bla signaling modulation under forskolin stimulation; hit rate 2.5% among 71,000; CHO CRE-bla reporter (cAMP response element driving beta-lactamase), forskolin EC10, beta-lactamase ratio; Potency, µM (top dose mostly 38.2 µM), without a hit: top-dose activity change, negative = inhibition, actives largely listed as activators; active means well fitted activation curve with a large enough effect in the signal ratio, with a control signal flat, not every such curve was filed as active; inconclusive means small, poorly fitted or top-dose-only effect, or effect the other way, or a change in a side signal; the % refers to the signal ratio; further: potency means the concentration at half of the fitted maximal effect; % of control where 0% means no effect
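CRE-bla CHO cells stimulated with EC10 NKH 477 (water-soluble forskolin) and compound titrations, 3 h at 37C; beta-lactamase read with CCF4 after 2 h at room temperature. Activity from 460/530 nm emission ratio, AC50 values for positive or negative modulation.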
ERK AVP block: inhibitors of vasopressin-stimulated ERK signaling pathway; Potency, µM (top dose mostly 57.5 µM), for inactives: top-dose activity, negative = inhibition, most hits filed as inhibitors; hit rate 0.99% among 72,000; HEK293-V1b, vasopressin-stimulated pERK AlphaScreen; further: potency means the concentration at half of the fitted maximal effect; on the % scale 0 is the no-effect control and ±100 the full control effect; nearly all actives have a fitted effect of over 55% in size
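Overnight-seeded V1b-HEK293 cells in 1% FBS got compound, then vasopressin (25 nM final, 5 min, 37C), then lysis buffer. AlphaScreen detection of phospho-ERK; activity normalized to basal and full-stimulation controls.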
HADH2 inhib: HADH2 (human) dehydrogenase inhibition | hit rate 3.4% among 73,000 | AID 886 | Potency, µM (series often up to 57.1 µM), without a hit: at the highest dose activity change, negative = inhibition, hits mostly inhibitors | recombinant HADH2, NADH fluorescence, beta-hydroxybutyryl-CoA; further: potency means the concentration at half of the fitted maximal effect; on the % scale 0 is the no-effect control and ±100 the full control effect; nearly all actives have a fitted effect of over 60% in size; many of its hits are not listed in these tables
Target sequence (Q99714 whole entry, looked up, one chain of several): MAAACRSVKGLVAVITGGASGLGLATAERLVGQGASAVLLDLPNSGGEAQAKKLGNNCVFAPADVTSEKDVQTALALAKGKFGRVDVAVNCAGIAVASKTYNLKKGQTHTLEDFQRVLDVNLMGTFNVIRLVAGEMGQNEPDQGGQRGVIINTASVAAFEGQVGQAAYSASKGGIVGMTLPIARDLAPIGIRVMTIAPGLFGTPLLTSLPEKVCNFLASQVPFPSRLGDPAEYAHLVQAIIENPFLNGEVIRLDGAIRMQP
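Activity measured as NADH fluorescence gain (360/450 nm), taken as the change between first and last reads of a 4-min kinetic run. Conditions: pH 9.0 Tris buffer, 20 nM E. coli-expressed His-tagged enzyme, 1 mM NAD+, 90 uM beta-hydroxybutyryl-CoA; 15-min compound preincubation.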
Hsp90 Hop PPI: changes Hsp90-Hop TPR2A binding signal, up or down. AlphaScreen TPR2A-His6 binding biotin-Hsp90 C-terminal peptide. Potency, µM (titrated, usually from 57 µM), inactives show at the top dose activity change, negative = inhibition. hit rate 0.44% among 71,000. AID 595; active means well fitted curve in either direction with a large enough effect; inconclusive means small, poorly fitted or top-dose-only effect, or another doubt; further: potency means the concentration at half of the fitted maximal effect; on the % scale 0 is the no-effect control and ±100 the full control effect; many of its hits are not listed in these tables
DNA Pol III inh: blocks replication by bacterial DNA polymerase III holoenzyme; hit rate 0.25% among 71,000; AID 603; reconstituted DNA polymerase III holoenzyme replication, biochemical; Potency, µM (top dose mostly 57.1 µM), for the others: at the top dose activity change, negative = inhibition; further: potency means the concentration at half of the fitted maximal effect; on the % scale 0 is the no-effect control and ±100 the full control effect
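Reconstituted *E. coli* holoenzyme (0.35 nM Pol III, 1 nM beta, 154 nM SSB, 2 nM primase) was preincubated with compound for 15 min at RT. Synthesis on 1.4 nM ssM13Gori ran 35 min, then was stopped with PicoGreen/EDTA and read as dsDNA fluorescence.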
Luciferase inh: firefly luciferase inhibition | P08659 | purified firefly luciferase, luminescence, 8 min | Potency, µM (series often up to 57.1 µM), without a hit: top-dose activity change, negative = inhibition, usual class: inhibitors | hit rate 2.2% among 72,000; further: potency means the concentration at half of the fitted maximal effect; on the % scale 0 is the no-effect control and ±100 the full control effect; nearly all actives have a fitted effect of over 40% in size
Target sequence (P08659 whole entry, looked up): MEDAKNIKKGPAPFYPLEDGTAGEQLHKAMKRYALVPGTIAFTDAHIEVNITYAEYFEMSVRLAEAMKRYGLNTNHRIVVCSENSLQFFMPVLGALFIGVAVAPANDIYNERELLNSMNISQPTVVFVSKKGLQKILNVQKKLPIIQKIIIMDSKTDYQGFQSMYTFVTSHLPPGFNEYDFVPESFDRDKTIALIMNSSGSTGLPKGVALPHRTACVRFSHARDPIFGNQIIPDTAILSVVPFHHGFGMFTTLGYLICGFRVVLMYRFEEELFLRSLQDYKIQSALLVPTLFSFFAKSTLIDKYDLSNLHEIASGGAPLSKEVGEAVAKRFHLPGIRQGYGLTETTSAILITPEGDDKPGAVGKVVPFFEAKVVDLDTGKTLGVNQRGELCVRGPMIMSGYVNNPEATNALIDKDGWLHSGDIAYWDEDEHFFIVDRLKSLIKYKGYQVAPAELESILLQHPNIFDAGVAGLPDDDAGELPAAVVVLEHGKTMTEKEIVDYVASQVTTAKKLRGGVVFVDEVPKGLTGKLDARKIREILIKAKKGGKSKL
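Luminescence read-out after 8 min at room temperature; enzyme reaction used luciferin plus 10 uM ATP (linear range) in imidazole buffer pH 7.2 with KCl, MgCl2, Tween 20 and BSA. Each sample was run as a titration.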
Tau fil binding: tau filament binding. Potency, µM (titrated, usually from 57.1 µM), for inactives: at the top dose activity change, negative = inhibition. P10636. hit rate 2% among 71,000. AID 596. recombinant tau filaments, thioflavin S fluorescence, 15 h; filaments grown with octadecylsulfate alongside compound;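 further: potency means the concentration at half of the fitted maximal effect; on the % scale 0 is the no-effect control and ±100 the full control effect; actives lower thioflavin S fluorescence by blocking filaments or displacing dye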
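Thioflavine S fluorescence (ex 450, em 510 nm) reports filaments formed from 1 uM human tau plus 30 uM ODS over 15 h at 37 C (10 mM HEPES pH 7.4, 100 mM NaCl, 5 mM DTT); compounds displacing dye or blocking filaments lower signal.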
UbGFP stabilizer: ubiquitin-GFP accumulation via proteasome inhibition | Ubiquitin-GFP reporter cells, proteasome inhibition, GFP fluorescence; response scale: untreated = 0%, 10 µM MG-132 = 100% | Potency, µM (series often up to 45.9 µM), for inactives: at the highest dose activation (GFP accumulation), actives largely listed as activators | 67,000 tested, under 10 active | AID 526; active means well fitted activation curve with a large enough effect, not every such curve was filed as active; inconclusive means small, poorly fitted or top-dose-only effect, or another doubt; inactive means no such curve, though single readings can be large or run the other way; further: potency means the concentration at half of the fitted maximal effect
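U2OS cells expressing ubiquitin(G76V)-GFP, seeded overnight in 0.5% FBS medium, then treated 4 hr at 37 C across 46 uM to 2.9 nM. GFP-positive cells counted by laser cytometry (488 ex/515 em); %activity scaled between basal and 10 uM MG-132.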
GFP derepression: epigenetic modulators derepressing GFP locus in mouse cells | mouse C127i GFP locus derepression, cytometry, 30 h | Potency, µM (series often up to 46.1 µM), for the others: top-dose GFP derepression (activation) | hit rate 0.09% among 68,000 | AID 597; further: % of control where 0% means no effect
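Derepression screen: silenced CMV-GFP reporter in murine C127i cells, 30 h compound incubation at 37 C, washed cells imaged by laser-scanning cytometer to enumerate GFP-expressing objects of 20 to 120 um.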
Starred values were filed as active, the others as inactive; [ ] = remark or other dose. Unless noted, the call rests on the fitted dose curve; in most records, active means well fitted curve in the direction sought with a large enough effect; inconclusive means small, poorly fitted or top-dose-only effect, or another doubt; inactive means no such curve, though single readings can be large; an effect the other way counts as inactive or inconclusive. Not all compounds are listed, so the mix of outcomes need not match the whole.

For CO/N=C(\C(=O)N[C@@H]1C(=O)N2C(C(=O)O)=C(COC(N)=O)CS[C@@H]12)c1ccco1 the results were ALOX15 inhib 25%[25.6 µM], HBB splicing -0.2%[20.6 µM], CRE-bla Fsk 0%[17.1 µM], ERK AVP block 32%[activator][25.7 µM], HADH2 inhib inconclusive, Hsp90 Hop PPI -3%[26 µM], DNA Pol III inh -5%[25.6 µM], Luciferase inh 1%[25.5 µM], Tau fil binding -3%[25.6 µM], UbGFP stabilizer -2%[20.5 µM] and GFP derepression 0%[20.6 µM].
Cn1c(=O)[nH]c(=O)c2c1nc(OC(=O)c1ccccc1)n2CC(O)COc1ccc(F)cc1 (centres undefined) was read as ALOX15 inhib -1%, HBB splicing -0.5%[1.84 µM], CRE-bla Fsk -9%, ERK AVP block -17%, HADH2 inhib -3%, Hsp90 Hop PPI 0%, DNA Pol III inh 0%, Luciferase inh 1%, Tau fil binding -8%, UbGFP stabilizer -4% and GFP derepression 0%.
For Cc1noc(C)c1-c1cc(NC2CCNCC2)ncn1 the results were ALOX15 inhib 16µM*, HBB splicing -0.3%, CRE-bla Fsk 6%, ERK AVP block 18%, HADH2 inhib 3.2µM*, Hsp90 Hop PPI 0%, DNA Pol III inh -3%, Luciferase inh -3%[2.29 µM], Tau fil binding -6%, UbGFP stabilizer -3% and GFP derepression -1%[9.22 µM].
COc1cccc(-c2csc(N3CCN(Cc4ccccc4)CC3)n2)c1 was read as ALOX15 inhib -11%, CRE-bla Fsk 8%, ERK AVP block -11%, HADH2 inhib inconclusive, Hsp90 Hop PPI 4%, DNA Pol III inh 1%, Luciferase inh -5%, Tau fil binding -14%, UbGFP stabilizer -1% and GFP derepression 2%.
For CN(CC(=O)Nn1cnnc1)S(=O)(=O)c1cc(Cl)ccc1Cl the results were ALOX15 inhib 9%, HBB splicing 2.0%, CRE-bla Fsk 3%, ERK AVP block -8%, HADH2 inhib -1%, Hsp90 Hop PPI -7%, DNA Pol III inh -2%, Luciferase inh 6%, Tau fil binding -3%, UbGFP stabilizer 0% and GFP derepression 11%.
`O=C(NC1CCCCC1)C1CCN(S(=O)(=O)c2cccc3cccnc23)CC1` gave ALOX15 inhib -4%, HBB splicing -0.4%, CRE-bla Fsk -10%, ERK AVP block -15%, HADH2 inhib 7%, Hsp90 Hop PPI 1%, DNA Pol III inh 5%, Luciferase inh 3%, Tau fil binding 1%, UbGFP stabilizer 6% and GFP derepression -4%.
`CCCCCCN(C(=O)CCCCCN1C(=O)NC(c2ccc(-c3ccccc3)cc2)C(C(=O)OCc2ccccc2)=C1C)C(C(=O)NCCCC)c1ccccn1` (centres undefined) gave ALOX15 inhib inconclusive, HBB splicing -0.8%, CRE-bla Fsk -4%, ERK AVP block -2%, HADH2 inhib -3%, Hsp90 Hop PPI -17%, DNA Pol III inh -6% and Tau fil binding -2%.
Cc1ccc(NC2c3ncccc3C(=O)N2Cc2ccc(F)cc2)cc1 (centres undefined) was read as ALOX15 inhib -24%, HBB splicing 2.1%, CRE-bla Fsk -8%, ERK AVP block -2%, HADH2 inhib -7%, Hsp90 Hop PPI -8%, DNA Pol III inh 5%, Luciferase inh 2%, Tau fil binding -18%, UbGFP stabilizer 5% and GFP derepression 3%.
For CCCC(NC(=O)c1ccccc1)c1nc2ccccc2n1Cc1ccc(C(=O)OC)o1 (centres undefined) the results were ALOX15 inhib -3%, HBB splicing 4.2%[57.5 µM], CRE-bla Fsk 11%, ERK AVP block 11%, HADH2 inhib 11%, Hsp90 Hop PPI 1%, DNA Pol III inh 0%, Luciferase inh 3%, Tau fil binding 1%, UbGFP stabilizer 8% and GFP derepression 3%.
Cc1ccc(C(CCN)c2ccco2)cc1 (centres undefined) was read as ALOX15 inhib -4%, HBB splicing -1.0%, CRE-bla Fsk -16%, ERK AVP block -17%, HADH2 inhib 1%, Hsp90 Hop PPI -11%, DNA Pol III inh 6%, Luciferase inh 3%, Tau fil binding -11%, UbGFP stabilizer 0% and GFP derepression -3%.
For CCn1c(SCC(=O)c2ccc(O)c(O)c2)nnc1-c1ccccc1OC the results were ALOX15 inhib 16µM*, HBB splicing -3.1%, CRE-bla Fsk -25%, ERK AVP block -10%, HADH2 inhib inconclusive, Hsp90 Hop PPI -7%, DNA Pol III inh inconclusive, Luciferase inh 0%, Tau fil binding -13%, UbGFP stabilizer 9% and GFP derepression 0%.
Screening CCS(=O)(=O)N1CCC(C(=O)N2CCN(c3ccccc3)CC2)CC1 returned ALOX15 inhib -1%, HBB splicing 0.4%, CRE-bla Fsk inconclusive, ERK AVP block 21%, HADH2 inhib -1%, Hsp90 Hop PPI 0%, DNA Pol III inh 7%, Luciferase inh 4%, Tau fil binding -10%, UbGFP stabilizer 4% and GFP derepression 1%.
Cc1ccsc1/C=N/n1cnc2sc(C)c(C)c2c1=O was read as ALOX15 inhib -14%, HBB splicing -0.3%, CRE-bla Fsk inconclusive, ERK AVP block -7%, HADH2 inhib -3%, Hsp90 Hop PPI -1%, DNA Pol III inh 0%, Luciferase inh -4%, Tau fil binding 21%, UbGFP stabilizer -2% and GFP derepression 1%.
CC1CN(c2nc3c(c(=O)n(C)c(=O)n3C)n2Cc2c(Cl)cccc2Cl)CC(C)O1 (centres undefined) was read as ALOX15 inhib 8%, HBB splicing 4.2%[0.369 µM], CRE-bla Fsk 3%, ERK AVP block -10%, HADH2 inhib 6%, Hsp90 Hop PPI -5%, DNA Pol III inh -1%, Luciferase inh 2%, Tau fil binding -4% and GFP derepression 0%.
Screening O=C(Nc1nccs1)C1CCCN1S(=O)(=O)c1ccc(Cl)cc1 (centres undefined) returned ALOX15 inhib 5%, HBB splicing -3.7%, CRE-bla Fsk -20%, ERK AVP block -7%, HADH2 inhib 4%, Hsp90 Hop PPI -1%, DNA Pol III inh -5%, Luciferase inh 2%, Tau fil binding 2%, UbGFP stabilizer 1% and GFP derepression 0%.
For Cc1ccc2nc(NC(=O)COC(=O)c3ccco3)sc2c1 the results were ALOX15 inhib -13%, HBB splicing -0.3%[57.5 µM], CRE-bla Fsk 2%, ERK AVP block 10%, HADH2 inhib -19%, Hsp90 Hop PPI -3%, DNA Pol III inh 2%, Luciferase inh -14%, Tau fil binding -19%, UbGFP stabilizer 1% and GFP derepression -2%.
Screening CCOC(=O)N1CCC(=C(C#N)C(=O)Nc2cc(OC)ccc2OC)CC1 returned ALOX15 inhib 6%, HBB splicing -4.7%, CRE-bla Fsk inconclusive, ERK AVP block -8%, HADH2 inhib 0%, Hsp90 Hop PPI 6%, DNA Pol III inh -4%, Luciferase inh 2%, Tau fil binding -10%, UbGFP stabilizer 0% and GFP derepression 2%.
For C=CCOC(=O)C1CC=CCC1C(=O)Oc1ccc(F)cc1F (centres undefined) the results were ALOX15 inhib -13%, HBB splicing -5.8%, CRE-bla Fsk -5%, ERK AVP block 35%[activator], HADH2 inhib -11%, Hsp90 Hop PPI inconclusive, DNA Pol III inh 2%, Luciferase inh -5%, Tau fil binding -3%, UbGFP stabilizer 0% and GFP derepression 0%.
CCN(CC)S(=O)(=O)c1ccc(NC(=O)c2ccccn2)cc1 was read as ALOX15 inhib 3%, HBB splicing -0.4%[57.5 µM], CRE-bla Fsk 13%, ERK AVP block 14%, HADH2 inhib -14%, Hsp90 Hop PPI -2%, DNA Pol III inh 3%, Luciferase inh -11%, Tau fil binding 0%, UbGFP stabilizer 3% and GFP derepression 1%.
Screening O=C(Nc1ccc2c(c1)nc1n2CCOC1)C1CCCCC1 returned ALOX15 inhib 2%, HBB splicing 3.9%[0.369 µM], CRE-bla Fsk inconclusive, ERK AVP block 8%, HADH2 inhib -3%, Hsp90 Hop PPI -2%, DNA Pol III inh 4%, Luciferase inh -18%, Tau fil binding -11% and GFP derepression -2%.
